Screens deposited in PubChem BioAssay by National Center for Advancing Translational Sciences (NCATS).
BRCA1 expr up – activators of BRCA1 expression. MCF7-BRCA1-FFLuc reporter, luminescence, 48 h; response scale: scaled: vehicle 0%, 10 µM genistein 100%. Potency, µM (doses to about 46.1 µM), without a hit: at the top dose activation, actives largely listed as activators. hit rate 1.1% among 380,000; note: potency is the fitted concentration of half-maximal effect; nearly all actives have a fitted effect of over 80% in size; some results filed as inactive show a strong effect at the top dose
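Reporter cells (MCF7, BRCA1 promoter-firefly luciferase) received library compounds across a concentration series for 48 h. End-point luminescence was measured and concentration-effect curves derived after normalization.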
NPC1 prom act – NPC1 promoter activation; hit rate 2.4% among 320,000; AID 485313; Potency, µM (top dose mostly 9.22 µM), without a hit: at the top dose activation, actives largely listed as activators; Huh7 NPC1 promoter luciferase reporter, 24 h;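 note: potency is the fitted concentration of half-maximal effect; % of control where 0% means no effect; nearly all actives have a fitted effect of over 60% in size; reporter is driven by a mutant NPC1 promoter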
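Stable NPC1-promoter luciferase Huh7 line; cpd (DMSO) 24 h, 37 °C, 5% CO2; Amplite luciferase reagent 10 min RT; luminescence readout. qHTS format.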
Menin-MLL TR inh – menin-MLL binding inhibition, Texas Red mutant peptide. O00255. Menin + Texas Red MLL mutant peptide, fluorescence polarization. Potency, µM (doses to about 61.6 µM), without a hit: at the top dose FP activity change, negative = inhibition, hits mostly inhibitors. hit rate 0.23% among 270,000. AID 1768; active = well fitted inhibition curve with a large enough effect in the polarisation, with a control signal flat, not every such curve was filed as active; inconclusive = small, poorly fitted or top-dose-only effect, or effect the other way, or a change in a side signal; inactive = no such curve, though single readings can be large or run the other way; the % refers to the polarisation; note: potency is the fitted concentration of half-maximal effect; % of control where 0% means no effect; many of its hits are not listed in these tables
ELG1 genotoxic – inducers of genotoxicity in HEK293T ELG1-luciferase cells; Potency, µM (titrated, usually from 46 µM), without a hit: top-dose activity change, positive = activation, actives largely listed as activators; hit rate 1.3% among 330,000; HEK293T ELG1-luciferase reporter, luminescence, 16 h; note: potency is the fitted concentration of half-maximal effect; % of control where 0% means no effect; nearly all actives have a fitted effect of over 60% in size
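HEK293T cells expressing luciferase-tagged ELG1 were exposed to compound or DMSO vehicle for 16 hr at 37 °C and 5% CO2. Luciferase activity was then measured with ONE-Glo after 30 min at room temperature.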
RORg inh – ROR gamma (mouse) transcription inhibition. P51450. Drosophila S2 Gal4-RORgamma UAS-luciferase reporter, 20 h. Potency, µM (highest dose often 53.6 µM), inactives show at the top dose activity change, negative = inhibition, usual class: inhibitors. hit rate 5.4% among 310,000. AID 2551; note: potency is the fitted concentration of half-maximal effect; % is set by controls: 0 for no effect and ±100 for the full control effect; nearly all actives have a fitted effect of over 60% in size
Target sequence (P51450 whole entry, looked up, the tested form may be a part): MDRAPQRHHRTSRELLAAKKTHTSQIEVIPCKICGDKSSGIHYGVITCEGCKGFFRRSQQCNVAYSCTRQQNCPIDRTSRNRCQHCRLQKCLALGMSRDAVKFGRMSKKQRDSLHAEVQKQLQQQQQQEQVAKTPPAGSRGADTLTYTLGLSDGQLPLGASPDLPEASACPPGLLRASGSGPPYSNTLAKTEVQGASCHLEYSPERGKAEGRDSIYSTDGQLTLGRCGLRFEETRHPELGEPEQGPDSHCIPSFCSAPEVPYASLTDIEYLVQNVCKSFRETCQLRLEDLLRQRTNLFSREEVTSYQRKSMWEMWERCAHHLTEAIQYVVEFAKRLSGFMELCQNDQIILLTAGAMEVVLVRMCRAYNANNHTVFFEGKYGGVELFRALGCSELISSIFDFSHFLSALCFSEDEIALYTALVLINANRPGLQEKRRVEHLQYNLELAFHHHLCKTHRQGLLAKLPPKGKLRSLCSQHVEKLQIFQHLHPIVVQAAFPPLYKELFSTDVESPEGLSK
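ROR gamma transcriptional activity was tracked as Gal4-UAS luciferase output in stably transfected Drosophila Schneider cells, with compound added 1 hr before 700 uM copper sulfate induction and a 20 hr ambient-temperature incubation.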
p53 reactivation – re-activators of mutant p53. H1299 p53-A138V BP100-luciferase reporter, luminescence, 24 h. hit rate 0.063% among 320,000. Potency, µM (top dose mostly 92.2 µM), without a hit: top-dose activity change, positive = activation, most hits filed as activators; note: potency is the fitted concentration of half-maximal effect; % of control where 0% means no effect; nearly all actives have a fitted effect of over 45% in size
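H1299 (p53-null), stable ts p53-A138V + BP100-Luc; 1000 cells/well, Opti-MEM/10% FBS; cpd 4 pt, 1:5; 24 h, 37 deg C, 5% CO2; detection reagent 10 min RT; luminescence.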
FLuc modulator – counter-screen for miR-21 project: firefly luciferase inhibitors or activators; Potency, µM (top dose mostly 57.5 µM), for the others: top-dose activity change, negative = inhibition, usual class: inhibitors; hit rate 6.9% among 360,000; purified FLuc, Km substrates, luminescence inhibition;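 note: potency is the fitted concentration of half-maximal effect; plate controls were vehicle for no effect and reference inhibitor for full effect; nearly all actives have a fitted effect of over 55% in size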
Target sequence (P08659 whole entry, looked up): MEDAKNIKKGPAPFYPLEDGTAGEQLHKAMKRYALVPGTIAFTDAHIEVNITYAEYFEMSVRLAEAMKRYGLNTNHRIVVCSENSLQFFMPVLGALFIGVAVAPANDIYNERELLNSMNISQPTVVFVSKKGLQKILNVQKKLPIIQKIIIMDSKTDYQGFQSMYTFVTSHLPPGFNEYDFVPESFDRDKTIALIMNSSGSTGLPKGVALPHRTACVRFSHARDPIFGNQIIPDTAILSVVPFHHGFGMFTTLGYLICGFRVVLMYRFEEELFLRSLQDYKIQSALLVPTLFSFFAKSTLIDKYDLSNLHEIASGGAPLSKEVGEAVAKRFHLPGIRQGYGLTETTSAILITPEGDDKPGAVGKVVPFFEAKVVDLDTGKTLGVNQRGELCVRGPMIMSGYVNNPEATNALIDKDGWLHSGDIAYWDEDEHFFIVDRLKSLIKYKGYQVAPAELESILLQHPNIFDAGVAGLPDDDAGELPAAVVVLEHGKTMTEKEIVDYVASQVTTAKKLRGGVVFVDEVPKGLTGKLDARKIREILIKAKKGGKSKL
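Purified P. pyralis luciferase (10nM final) with 10uM D-luciferin and 10uM ATP (Km levels) in 50mM Tris acetate pH 7.5, 10mM Mg acetate, 0.01% Tween-20, 0.05% BSA; qHTS 6-point titration, ~60 µM downward; luminescence read.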
PKM2 act – PKM2 (human) enzyme activation | purified PKM2, Kinase-Glo ATP luminescence, activation; response scale: 0% is enzyme alone, no compound | P14618 | hit rate 0.34% among 260,000 | Potency, µM (series often up to 57.5 µM), without a hit: at the top dose activation, usual class: activators; note: potency is the fitted concentration of half-maximal effect; % is set by controls: 0 for no effect and ±100 for the full control effect; nearly all actives have a fitted effect of over 55% in size
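Purified hPK-M2 (>95% pure) converted ADP (0.1 mM final) to ATP with 0.5 mM PEP in 50 mM imidazole pH7.2, KCl, MgCl2, Tween 20, BSA; 1 h at room temperature. ATP detected by Kinase-Glo luminescence.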
Giardia kill – Giardia lamblia killing; Giardia lamblia trophozoite viability; activity change, % at 7.66 µM, hits read low; hit rate 0.15% among 340,000; in the data active = activity change below about -80%; inconclusive = between about -30% and that limit;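 note: parasites exposed to compound for two days anaerobically before the ATP read; % is set by controls: 0 for no effect and ±100 for the full control effect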
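Anaerobic 48 hrs incubation at 37 deg C of 100 trophozoites/well with test compounds; ATPLite 1-Step luminescence, 15-30 min RT, reports cellular ATP as viability.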
Gal4-VP16 FLuc – inhibits Gal4-VP16 luciferase reporter, ROR gamma counter-screen; Drosophila S2 Gal4-VP16 UAS-luciferase, luminescence, 20 h; Potency, µM (doses to about 53.6 µM), for the others: at the highest dose activity, negative = inhibition, hits mostly inhibitors; hit rate 3.5% among 310,000; AID 2546;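 note: Gal4-VP16 expression switched on by copper sulfate through the metallothionein promoter; potency is the fitted concentration of half-maximal effect; % is set by controls: 0 for no effect and ±100 for the full control effect; nearly all actives have a fitted effect of over 50% in size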
Rab9 promoter act – Rab9 promoter activation; hit rate 2.8% among 320,000; Huh7 Rab9 promoter-luciferase reporter, luminescence, 24 h; Potency, µM (series often up to 9.22 µM), without a hit: top-dose activation, negative = inhibition, actives largely listed as activators; AID 485297; note: potency is the fitted concentration of half-maximal effect; % of control where 0% means no effect; nearly all actives have a fitted effect of over 60% in size
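Huh7 reporter line, Rab9 promoter upstream of luciferase. Compound exposure 24 h at 37 °C in reduced-serum medium with 10% FBS. Read-out: luminescence.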
An asterisk follows results filed as active; [ ] = dose if it differs, or a comment. Unless noted, calls come from the whole dose curve; as a rule, active = well fitted curve in the direction sought with a large enough effect; inconclusive = small, poorly fitted or top-dose-only effect, or another doubt; inactive = no such curve, though single readings can be large; an effect the other way counts as inactive or inconclusive.

Results for Cc1ccc(C(=O)N2CCc3ccccc3C2)cc1S(=O)(=O)N1CCOCC1 ?
BRCA1 expr up: -1%; NPC1 prom act: -5%; Menin-MLL TR inh: 8%; ELG1 genotoxic: -1%; RORg inh: 11%; p53 reactivation: -2%; FLuc modulator: -1%; PKM2 act: -1%; Giardia kill: 8; Gal4-VP16 FLuc: 2%; Rab9 promoter act: 1%

Results for Cc1ccc(S(=O)(=O)CCC(=O)Nc2ccc3nc(C)sc3c2)cc1 ?
BRCA1 expr up: 4%; NPC1 prom act: -4%; Menin-MLL TR inh: 18%; ELG1 genotoxic: -1%; RORg inh: -11%[10 µM]; p53 reactivation: -3%; FLuc modulator: 5%; PKM2 act: 1%; Giardia kill: 8; Gal4-VP16 FLuc: -15%; Rab9 promoter act: -4%

How did COCc1c(C#N)c(NCc2cc(OC)c(OC)c(OC)c2)nc(C)c1[N+](=O)[O-] do in these assays?
BRCA1 expr up: -47%; NPC1 prom act: -12%; ELG1 genotoxic: -4%; RORg inh: inconclusive; p53 reactivation: -6%; FLuc modulator: -2%; PKM2 act: -1%; Giardia kill: -11; Gal4-VP16 FLuc: inconclusive; Rab9 promoter act: -24%

How did O=C(CCS(=O)(=O)c1ccccc1)OCc1ccc([N+](=O)[O-])cc1 do in these assays?
BRCA1 expr up: 5%; NPC1 prom act: 0%; ELG1 genotoxic: 2%; RORg inh: 0%; p53 reactivation: 4%; FLuc modulator: 1%; PKM2 act: 0%; Giardia kill: inconclusive; Gal4-VP16 FLuc: 2%; Rab9 promoter act: 1%

What do the screens show for `CN(C)S(=O)(=O)c1ccc(C(=O)Nc2nc(-c3cc4ccccc4o3)cs2)cc1`?
BRCA1 expr up: 8%; NPC1 prom act: 2%; Menin-MLL TR inh: -27%; ELG1 genotoxic: 13%; RORg inh: inconclusive; p53 reactivation: 5%; FLuc modulator: 2%; PKM2 act: 0%; Giardia kill: 22; Gal4-VP16 FLuc: 6.3µM*; Rab9 promoter act: -12%

How did O=C(CSc1nnc(CN2CCOCC2)n1-c1ccccc1)N1CCc2ccccc21 do in these assays?
BRCA1 expr up: -22%; NPC1 prom act: -4%; Menin-MLL TR inh: -26%; ELG1 genotoxic: -6%; RORg inh: 0%; p53 reactivation: 3%; FLuc modulator: -3%; PKM2 act: 6%; Giardia kill: 2; Gal4-VP16 FLuc: -3%; Rab9 promoter act: -3%

How did O=C(/C=C/c1ccc(NC(=O)c2ccccc2-c2ccccc2C(=O)O)cc1)c1ccccc1 do in these assays?
BRCA1 expr up: -8%; NPC1 prom act: 7%; Menin-MLL TR inh: 55%[activator]; ELG1 genotoxic: -5%; RORg inh: 11µM*; p53 reactivation: -52%[inhibitor]; FLuc modulator: 19µM*; PKM2 act: 3%[11.5 µM]; Giardia kill: -3; Gal4-VP16 FLuc: inconclusive; Rab9 promoter act: 21%

How did COC(=O)C1C/C(=N/NS(=O)(=O)c2ccc(C)cc2)CS1 (centres undefined) do in these assays?
BRCA1 expr up: -21%; NPC1 prom act: -1%; ELG1 genotoxic: 2%; RORg inh: 2%; p53 reactivation: 1%; FLuc modulator: 1%; Giardia kill: -10; Gal4-VP16 FLuc: -3%; Rab9 promoter act: 1%

How did COc1ccc(N2CCN(Cc3nc4c(c(=O)n(C)c(=O)n4C)n3CC(C)=O)CC2)cc1 do in these assays?
BRCA1 expr up: -35%; NPC1 prom act: -1%; Menin-MLL TR inh: 16%; ELG1 genotoxic: -8%; RORg inh: inconclusive; p53 reactivation: -3%; FLuc modulator: 10%; PKM2 act: 0%; Giardia kill: -2; Gal4-VP16 FLuc: -17%; Rab9 promoter act: -7%

Results for Cc1ccc2c(c1)C1CN(C)CCC1N2C(=O)COc1ccc(N(C)S(=O)(=O)c2cccs2)cc1 (centres undefined) ?
BRCA1 expr up: -18%; NPC1 prom act: -6%; ELG1 genotoxic: -5%; RORg inh: 19%; p53 reactivation: -4%; FLuc modulator: 0%; PKM2 act: -8%; Giardia kill: 4; Gal4-VP16 FLuc: -1%; Rab9 promoter act: -9%

Results for CCOc1ccc(N(CC(=O)NC2CCCCC2)C(=O)CCC(=O)Nc2nccs2)cc1 ?
BRCA1 expr up: -17%; NPC1 prom act: -2%; ELG1 genotoxic: 0%; RORg inh: -9%; p53 reactivation: 0%; FLuc modulator: 2%; Giardia kill: -8; Gal4-VP16 FLuc: -4%; Rab9 promoter act: 0%

How did CCc1cc(C(=O)N2CCCC(C(=O)c3cccc4ccccc34)C2)n(C)n1 (centres undefined) do in these assays?
BRCA1 expr up: -36%; NPC1 prom act: -11%; Menin-MLL TR inh: -18%; ELG1 genotoxic: -6%; RORg inh: inconclusive; p53 reactivation: 8%; FLuc modulator: 4%; PKM2 act: 6%; Giardia kill: -5; Gal4-VP16 FLuc: inconclusive; Rab9 promoter act: -17%

How did Cc1cc(C)n2nc(-c3cccc(Br)c3)cc2n1 do in these assays?
BRCA1 expr up: 33%; NPC1 prom act: inconclusive; Menin-MLL TR inh: 20%; ELG1 genotoxic: inconclusive; RORg inh: inconclusive; FLuc modulator: 8.5µM*; PKM2 act: -9%; Giardia kill: -23; Gal4-VP16 FLuc: -3%; Rab9 promoter act: inconclusive

What do the screens show for `COc1ccccc1N(CC(=O)NC1CCCCC1)S(=O)(=O)c1ccccc1`?
BRCA1 expr up: -2%; NPC1 prom act: 0%; Menin-MLL TR inh: -17%; ELG1 genotoxic: -5%; RORg inh: 5%; p53 reactivation: -5%; FLuc modulator: 1%; PKM2 act: -1%; Giardia kill: 2; Gal4-VP16 FLuc: -3%; Rab9 promoter act: 2%

Results for Cc1cc(C(=O)Nc2ccc(N3CCCCC3)cc2)no1 ?
BRCA1 expr up: -1%; NPC1 prom act: 0.32µM*; ELG1 genotoxic: inconclusive; RORg inh: inconclusive; p53 reactivation: -3%; FLuc modulator: 1.3µM*; PKM2 act: -9%; Giardia kill: inconclusive; Gal4-VP16 FLuc: -14%; Rab9 promoter act: 0.28µM*

How did COc1cccc(C2NC(=O)NC(C)=C2C(=O)Nc2ccccc2C)c1 (centres undefined) do in these assays?
NPC1 prom act: -2%; Menin-MLL TR inh: 3%; ELG1 genotoxic: -1%; RORg inh: -3%; p53 reactivation: -3%; FLuc modulator: 0%; PKM2 act: -24%; Gal4-VP16 FLuc: -6%; Rab9 promoter act: -2%

Results for CCOC(=O)N1CCN(C(=O)Nc2sc3nc4n(c(=O)c3c2C)CCC(C)CC4)CC1 (centres undefined) ?
BRCA1 expr up: -68%; NPC1 prom act: 1%; Menin-MLL TR inh: inconclusive; ELG1 genotoxic: 3%; RORg inh: 0%; p53 reactivation: -3%; FLuc modulator: 5%; PKM2 act: 2%; Giardia kill: 1; Gal4-VP16 FLuc: -6%; Rab9 promoter act: 5%

Results for O=C(CSc1nnnn1-c1ccc(Cl)cc1)NC(=O)Nc1ccc2c(c1)OCCO2 ?
BRCA1 expr up: inconclusive; NPC1 prom act: inconclusive; Menin-MLL TR inh: -11%; ELG1 genotoxic: 17%; RORg inh: inconclusive; p53 reactivation: inconclusive; FLuc modulator: inconclusive; PKM2 act: -21%; Giardia kill: 7; Gal4-VP16 FLuc: inconclusive; Rab9 promoter act: inconclusive

What do the screens show for `Cc1ccc(CSc2nnc(-c3ccco3)o2)cc1`?
BRCA1 expr up: 5µM*; NPC1 prom act: inconclusive; Menin-MLL TR inh: -6%; ELG1 genotoxic: inconclusive; RORg inh: inconclusive; p53 reactivation: 26%; FLuc modulator: 12µM*; PKM2 act: 0%; Giardia kill: -13; Gal4-VP16 FLuc: -9%; Rab9 promoter act: 4µM*

What do the screens show for `O=C(N/N=C/C1=C(N2CCOCC2)C(=C\c2ccccc2)/CC1)Nc1ccccc1`?
BRCA1 expr up: -35%; NPC1 prom act: -1%; Menin-MLL TR inh: 0%; ELG1 genotoxic: 8%; RORg inh: 17%; p53 reactivation: -1%; FLuc modulator: 5%; PKM2 act: 3%; Giardia kill: 14; Gal4-VP16 FLuc: -5%; Rab9 promoter act: -6%

What do the screens show for `CC(C)NC(=O)CCS(=O)(=O)c1cccc2nonc12`?
BRCA1 expr up: 0%; NPC1 prom act: -7%; Menin-MLL TR inh: -15%; ELG1 genotoxic: 3%; RORg inh: 0%; p53 reactivation: 4%; FLuc modulator: 0%; PKM2 act: -2%; Giardia kill: -7; Gal4-VP16 FLuc: 4%; Rab9 promoter act: 2%

What do the screens show for `Cc1ccc(NC(=O)CSc2sc3c(O)cc(=O)[nH]c3c2C#N)cc1C`?
BRCA1 expr up: -8%; NPC1 prom act: -6%; Menin-MLL TR inh: inconclusive; ELG1 genotoxic: -3%; RORg inh: 2%; p53 reactivation: 3%; FLuc modulator: -17%; PKM2 act: 11%; Giardia kill: -26; Gal4-VP16 FLuc: -10%; Rab9 promoter act: -2%

A portion of the library; count on the stated rates, not on these rows.
